Screening results deposited in PubChem BioAssay by several laboratories.
TRPM1 prom inh: inhibitors of MITF-driven TRPM1 promoter in melanoma cells. inhibition, % at 12.5 µM. actives 0.83% (n = 330,000). AID 488899. SK-MEL-5 TRPM1 promoter luciferase, 24 h;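 active means mean inhibition across replicates of 60% or more, whatever share of single replicates reaches that level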; further: values of inactives mirror those of a sister screen read the other way
NR2E3 ag-1: NR2E3 (human) agonism; inhibition of corepressor binding, % at 4.78 µM; GST-NR2E3/biotin-RetCOR TR-FRET, 1536-well; Q9Y5X4; actives 0.12% (n = 320,000); AID 2300;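 active means percent inhibition above the cutoff of mean plus 3 SD of all tested compounds, set per screening campaign, cut at about 20% in these data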;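 further: 0% = DMSO wells and 100% = biotin wells as full block of FRET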
Target sequence (Q9Y5X4 whole entry, looked up): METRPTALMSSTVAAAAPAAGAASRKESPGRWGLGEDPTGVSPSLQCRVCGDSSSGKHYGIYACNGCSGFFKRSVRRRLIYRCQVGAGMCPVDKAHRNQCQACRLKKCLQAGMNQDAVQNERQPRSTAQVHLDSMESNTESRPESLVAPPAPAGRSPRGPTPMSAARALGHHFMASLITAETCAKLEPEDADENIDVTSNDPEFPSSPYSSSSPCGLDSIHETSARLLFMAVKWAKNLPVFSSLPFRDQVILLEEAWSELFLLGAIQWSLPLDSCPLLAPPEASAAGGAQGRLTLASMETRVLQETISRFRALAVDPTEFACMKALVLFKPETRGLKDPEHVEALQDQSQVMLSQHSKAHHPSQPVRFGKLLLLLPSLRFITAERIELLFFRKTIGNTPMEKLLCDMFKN
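Assay system: NR2E3–RetCOR corepressor complex. Quantity: 1.35 nM GST-NR2E3. Buffer or medium: pH 7.5 Tris-based buffer. Reagent: biotinylated RetCOR corepressor at 7 nM final. Schedule: 5 h at 4 °C. Detection: TR-FRET, emission read at 617 and 671 nm. Replicates: one well per compound, singlicate testing.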
NR2E3 ag-2: agonists of human NR2E3 nuclear receptor; Q9Y5X4; CHO-S Gal4-NCOR/VP16-NR2E3 two-hybrid, luciferase; inhibition of corepressor binding, % at 3.98 µM; actives 0.35% (n = 360,000); AID 602229;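 active means inhibition above the mean of all tested compounds plus 3 SD, cut at about 70% in these data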;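 further: 0% = DMSO with NR2E3 transfected cells and 100% = cells lacking NR2E3 construct; higher means lower luciferase signal from less NR2E3 corepressor binding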
CaV13 ICDI inh: Primary screen for inhibitors of IQ motif and Ca2+-dependent inactivation inhibitor domain binding in CACNA1D, Förster resonance energy transfer in living cells, … | HEK cells, CFP/YFP FRET ICDI-IQ, plate reader, 10 min; percent FRET-ratio fall versus neutral wells | inhibition, % at 12.3 µM | actives 0.098% (n = 340,000) | AID 743397;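 active means mean replicate inhibition of at least 30% and at least 1% of replicates passing that level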;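 further: 0% = median of the neutral control wells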
PDI inh: inhibitors of human protein disulfide isomerase. inhibition, % at 10 µM. PDI insulin aggregation turbidity, A650, 90 min. P07237. AID 588391. actives 0.052% (n = 350,000);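 active means mean inhibition across replicates of 30% or more, whatever share of single replicates reach that level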;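 further: absorbance from insulin aggregation driven by PDI reduction with DTT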
Target sequence (P07237 whole entry, looked up): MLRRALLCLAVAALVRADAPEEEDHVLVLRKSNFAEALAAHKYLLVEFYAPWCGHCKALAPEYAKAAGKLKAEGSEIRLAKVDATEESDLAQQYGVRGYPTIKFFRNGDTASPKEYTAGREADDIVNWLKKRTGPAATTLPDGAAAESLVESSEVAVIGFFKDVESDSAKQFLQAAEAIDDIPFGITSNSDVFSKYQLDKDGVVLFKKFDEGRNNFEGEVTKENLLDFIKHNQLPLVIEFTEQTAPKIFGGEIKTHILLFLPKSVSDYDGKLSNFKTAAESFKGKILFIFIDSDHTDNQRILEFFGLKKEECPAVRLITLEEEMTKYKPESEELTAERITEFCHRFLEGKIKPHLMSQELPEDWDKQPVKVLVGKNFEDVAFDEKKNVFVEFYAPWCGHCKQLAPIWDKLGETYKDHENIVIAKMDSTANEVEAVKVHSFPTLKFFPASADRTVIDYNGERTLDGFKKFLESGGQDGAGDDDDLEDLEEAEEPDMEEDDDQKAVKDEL
Peg3 promoter: inhibitors of Peg3 promoter; inhibition, % at 20 µM; AID 588405; HeLa PEG-Prom luciferase reporter, luminescence, overnight; actives 1.7% (n = 360,000);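 active means inhibition of at least 50% at 20 µM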
HIF-2a block: HIF-2a inhibition | actives 0.72% (n = 360,000) | 786-0 RCC cells HIF-2a reporter, luciferase luminescence, overnight | inhibition, % at 18.8 µM;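 active means inhibition of the luminescence signal of 40% or more relative to plate controls, in a single-dose primary screen at 18.75 µM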
CF NFkB block: cystic fibrosis NF-kB activation inhibition; inhibition, % at 5 µM; KKLEB NF-kB-GFP reporter, PAF-induced, GFP fluorescence overnight; actives 0.86% (n = 360,000); AID 588850;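 active means at least 50% inhibition at 5 µM, scaled per plate between neutral and stimulator controls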;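 further: PAF is a Pseudomonas aeruginosa culture filtrate used as stimulus; plate controls were PAF-stimulated DMSO wells for no effect and unstimulated DMSO wells for full effect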
Shn3 3UTR inh: inhibitors of Schnurri-3 3'UTR reporter in osteoblasts. Clone20 osteoblast Shn3 3'UTR firefly luciferase, 24 h. inhibition, % at 12.5 µM. actives 0.52% (n = 360,000);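 active means mean inhibition of at least 75% with every replicate also reaching 75%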;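 further: 0% = median of neutral control wells and 100% = pilot-screen positive control compound; some compounds past the cut are filed as inactive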
Vif inh: inhibitors of HIV Vif; HEK293T cells, Vif self-association by quenched fluorescence, imaging, 24 h; inhibition, % at 7.49 µM; actives 0.35% (n = 340,000); in the data active means inhibition above about 50%, passing the limit was not always enough; further: some results filed as inactive read as strong as hits
KKLEB cytotox: reduces viability of KKLEB cystic fibrosis airway cells; KKLEB CF airway cells viability, ATPlite luminescence, overnight; hits give low values; cells stimulated with P. aeruginosa culture filtrate; activity change (cytotoxicity), % at 5 µM; actives 0.36% (n = 360,000);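 active means corrected activity change at or below -50% at 5 µM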
The depositor's hits bear a star; · = not tested or not shown.

SMILES	TRPM1 prom inh	NR2E3 ag-1	NR2E3 ag-2	CaV13 ICDI inh	PDI inh	Peg3 promoter	HIF-2a block	CF NFkB block	Shn3 3UTR inh	Vif inh	KKLEB cytotox
CCC(C)NC(=O)CSc1nc(-c2cccs2)cc(C(F)(F)F)n1 (configuration not stated)	9.9	2.0	3.4	-7.2	2.1	4.1	11.3	11.2	6.0	22.3	6.3
Cc1ccc(S(=O)(=O)c2cc3cc(Br)ccc3oc2=O)cc1	3.2	-3.6	9.9	-7.8	-1.3	-50.6	15.4	27.6	3.0	-5.1	-5.7
CC(C)NC(=O)Nc1ccc2c(c1)C(=O)N([C@H](C)CO)C[C@H](C)[C@@H](CN(C)S(=O)(=O)c1ccc(F)cc1)O2	-1.7	·	-47.7	-9.3	8.0	-8.7	8.4	-29.1	-16.0	-3.6	0.1
O=c1c2ccccc2c(C=NCc2ccccn2)c(O)n1-c1ccccc1Cl	-5.3	1.6	-48.9	-1.0	0.8	8.3	5.3	-27.2	-0.1	11.8	-16.0
COc1ccc(NC(=O)c2cc(-c3cc(F)ccc3OCC3CCCO3)n[nH]2)cc1OC (configuration not stated)	·	·	5.0	-5.5	3.2	27.0	-42.3	-1.0	-2.1	-6.0	0.4
O=C1CC(Cc2ccc(Cl)cc2)C(=O)N1c1ccncc1 (configuration not stated)	8.8	-0.1	4.7	·	10.5	4.3	17.5	5.4	13.3	9.8	-1.7
O=C(CCc1ccccc1)Nc1cc(NC(=O)CCc2ccccc2)cc(C(=O)O)c1	10.5	1.1	7.6	4.4	-8.8	-12.5	4.1	-7.0	-7.3	11.3	8.6
O=C1CC(SC(=NCc2ccc3c(c2)OCO3)Nc2ccccc2)C(=O)N1 (configuration not stated)	-4.3	-0.5	-5.2	·	10.8	-14.7	-26.6	-7.2	-9.8	3.9	-7.1
Cc1cc(C)cc(NC(=O)C2CCN(C(=O)c3cccs3)CC2)c1	9.7	2.1	8.1	-2.5	9.7	25.8	4.7	5.4	13.1	1.4	-1.0
C=C(C)CSc1nnc(-c2ccc(C)cc2)n1N	-50.1	0.5	-28.7	-6.4	-3.7	-129.7	-142.2	13.8	-18.8	3.0	-1.4
CCCn1c(N)c(C(=O)CSc2nnnn2-c2ccc(O)cc2)c(=O)n(C)c1=O	-4.2	0.1	6.7	-5.5	15.3	24.3	17.9	-1.3	23.4	4.0	4.2
COc1ccccc1CNC(=S)Nc1ccc(S(N)(=O)=O)cc1	2.4	-1.0	-22.5	·	-1.8	15.8	8.3	-2.3	3.5	2.1	1.5
CS(=O)(=O)N1CCC(Oc2ccccc2C(=O)NC2CCCCCC2)CC1	-3.2	-2.1	1.5	2.9	5.0	13.1	4.8	2.2	-12.7	1.2	10.1
COc1cc(/C=N/Nc2ccc(Cl)c(C(=O)O)c2)ccc1OC(=O)c1ccc(F)cc1	-0.7	0.8	-33.2	-3.1	4.6	-64.8	-13.4	-4.9	18.1	-10.6	4.1
Cc1nc(N2CCC(C)CC2)c2c(C)c(C(=O)Nc3ccc4c(c3)OCCO4)sc2n1	-14.3	-2.3	-17.8	-4.9	-13.0	6.8	-17.0	25.7	15.2	-0.4	-3.7
COc1ccc(CC(C(=O)Nc2cccc(F)c2)c2nn[nH]n2)c(OC)c1 (configuration not stated)	0.0	-1.2	3.2	-4.7	2.4	3.5	6.2	-3.2	-4.0	2.7	3.7
Nn1c(-c2ccccc2Cl)nnc1-c1ccccc1Cl	-27.4	-0.7	-20.8	-4.6	-8.8	-200.2	-236.0	-22.4	-69.3	20.4	2.2
Fc1ccc(-c2cc3nc(-c4ccccc4)cc(N4CCN(CCN5CCOCC5)CC4)n3n2)cc1	-2.9	·	14.7	-11.0	3.2	40.1	-69.7	3.7	-1.2	2.6	-4.7
O=C(Oc1ccccc1O)c1cccc2ccccc12	·	1.2	9.8	-1.3	1.9	39.1	0.5	-23.8	11.0	4.5	4.7
CN(CC(=O)Nc1ccc(F)c(F)c1F)C(=O)C1CCCO1 (configuration not stated)	3.9	-0.6	7.5	-3.9	2.9	13.4	6.0	0.5	1.6	1.6	0.9
CCN1CCN(C(=O)C(=O)c2c(C)[nH]c3ccccc23)CC1	6.3	4.8	-3.1	6.9	1.1	15.6	13.2	13.6	-1.3	-1.1	-10.3
CCN1CCN(C(=O)c2cc3cc([N+](=O)[O-])ccc3oc2=O)CC1	-4.9	2.4	-115.3	-6.6	-4.2	18.3	8.0	5.3	-4.9	-3.6	-9.5
COc1ccc(OC)c(CCNC(=O)c2ccc(CS(=O)(=O)c3ccc(Br)cc3)o2)c1	-1.4	0.0	-9.9	5.4	1.8	11.3	11.1	-4.9	-0.3	-2.0	1.5
CCc1ccc([C@H]2[C@@H]3C(=O)C[C@@H]4C(=O)N(CC)C(=O)[C@@H]4[C@@H]3CN2S(=O)(=O)c2ccc(C)cc2)cc1	·	·	-1.4	-6.6	·	-16.8	3.7	-7.9	-10.4	·	-6.2
COc1cccc(C2c3c(oc4ccccc4c3=O)C(=O)N2CCCN(C)C)c1OC (configuration not stated)	14.7	2.7	-4.0	·	-7.4	6.9	9.4	-6.7	-8.5	4.4	5.7
SMILES	TRPM1 prom inh	NR2E3 ag-1	NR2E3 ag-2	CaV13 ICDI inh	PDI inh	Peg3 promoter	HIF-2a block	CF NFkB block	Shn3 3UTR inh	Vif inh	KKLEB cytotox
CN(C(=O)Nc1ccc(F)cc1)[C@H]1C[C@H]2c3[nH]c4ccccc4c3CCN2C(=O)[C@H]1CO	·	·	-6.1	-2.6	4.2	-4.6	14.8	-21.4	29.6	·	-1.3
O=C(CCNS(=O)(=O)c1ccc2c(c1)CCC(=O)N2)NCc1cccnc1	4.1	4.9	-8.1	-4.1	-12.8	16.7	9.7	-11.7	-16.3	1.8	8.3
CCn1c(O)c(N=NC(=O)CNC(=O)c2cccnc2)c2ccccc21	·	·	3.9	-5.3	-3.5	11.8	12.9	-3.1	3.9	-3.4	5.2
Cn1c(Cn2c(=O)sc3ccccc32)nnc1SCC(=O)Nc1ccc2c(c1)OCO2	0.0	4.3	-0.9	-1.9	·	1.1	15.1	2.5	-1.0	4.4	2.1
CCN(CC)S(=O)(=O)c1cccc(C(=O)Nc2ccc(C#N)cc2)c1	14.2	0.4	1.6	-8.8	1.1	17.1	-3.2	-19.4	65.5	-4.4	3.8
COc1ccc(OC(=O)c2cc3cc(Cl)ccc3oc2=O)cc1	5.6	-0.1	2.8	-5.3	0.4	-6.0	15.1	10.4	23.7	-11.6	-11.9
Cc1ccc(C(=O)Cn2c(N3CCOCC3)nc3c2c(=O)n(C)c(=O)n3C)cc1	-5.5	-3.4	7.9	-5.2	-0.4	14.7	21.9	-3.7	9.0	-0.8	-2.7
Cc1cc(-c2nc3ccccc3o2)c2ccccc2n1	-4.3	1.7	-32.7	·	-4.7	-19.8	-51.7	-48.1	4.8	-16.5	-2.1
CCOC(=O)C1=C(C)C2C3C(=O)N(c4ccccc4C)C(=O)C3C1(C)C1C(=O)N(c3ccccc3C)C(=O)C21 (configuration not stated)	13.5	0.0	-29.7	-2.5	10.8	0.3	4.1	-13.1	-30.0	2.5	-16.4
COc1ccc(/C(O)=C2/C(=O)C(=O)N(CCCN3CCOCC3)C2c2ccc(Cl)cc2)cc1 (configuration not stated)	·	·	-4.3	-5.5	19.4	15.0	3.2	-2.1	5.1	9.7	-4.4
O=C(COC(=O)/C=C/c1ccc(C(F)(F)F)cc1)NC1CCCC1	14.1	-2.7	5.5	-4.9	3.1	36.2	11.6	0.0	15.2	-6.8	-2.8
O=C(CSc1nc2ccccc2o1)N/N=C/c1ccccc1C(=O)O	-10.3	3.1	-11.8	-6.4	3.0	-90.4	-68.2	-24.2	-35.6	-14.9	9.7
c1ccc(CSc2nnc(-c3ccccc3)c(-c3ccccc3)n2)cc1	-0.3	3.2	-6.0	-8.6	2.0	1.6	-3.5	16.8	-3.6	1.1	8.8
CC(=O)C1=NOC(CNC(=O)c2c(-c3ccccc3Cl)noc2C)C1 (configuration not stated)	9.5	0.2	-14.7	·	1.1	-5.2	10.4	3.8	3.1	0.9	0.4
CCN1CCN(C(=O)C(C)Sc2nnc3nc(C)cc(C)n23)CC1 (configuration not stated)	-10.5	2.7	10.9	-1.9	-0.9	12.1	9.4	22.9	5.3	5.4	-11.7
c1ccc2c(CN3CCOCC3)c3ccccc3c(CN3CCOCC3)c2c1	-0.8	1.9	-2.3	-8.7	-2.8	-0.6	-39.9	-7.5	-12.2	-0.6	5.6
Cc1cccc2sc(N3CCN(C(=O)C4COc5ccccc5O4)CC3)nc12 (configuration not stated)	-1.6	4.0	-12.4	-13.3	-3.8	-23.5	-25.3	1.9	-1.1	-0.8	-0.1
COc1ccc(C(=O)Oc2ccc(/C=N/Nc3ccc(Cl)c(C(=O)O)c3)cc2OC)cc1	-17.3	-3.2	-83.5	-3.1	1.5	-97.6	-62.0	9.5	15.9	-2.9	-10.0
COc1ccc2c(C)c(CCC(=O)NC3CC3)c(=O)oc2c1C	-57.5	8.5	-49.8	·	·	-109.2	-155.5	-11.5	11.6	-3.8	15.7
CN(C)c1ccc(/C=N/NC(=S)NCc2ccco2)cc1	-36.5	-1.6	-39.1	-2.9	3.6	-66.6	-60.1	6.8	-33.6	5.3	9.0
CCOC(=O)c1[nH]c2ccc(OC)cc2c1NC(=O)CN1CCC2(CC1)OCCO2	-10.6	0.7	-20.4	-3.0	-1.1	17.3	9.2	-0.2	-7.6	·	3.9
N#Cc1ccc(C(=O)CSc2n[nH]c(=O)n2-c2cccnc2)cc1	·	1.5	-5.6	3.5	-2.6	13.1	21.5	-18.4	15.8	0.3	-6.9
CCOc1ccc2nc(SCC(=O)NC3CC3)sc2c1	-18.2	3.0	-21.4	-6.0	-1.5	-100.7	-104.8	10.8	-12.4	8.5	-12.7

4 consecutive compounds already listed:
SMILES	TRPM1 prom inh	NR2E3 ag-1	NR2E3 ag-2	CaV13 ICDI inh	PDI inh	Peg3 promoter	HIF-2a block	CF NFkB block	Shn3 3UTR inh	Vif inh	KKLEB cytotox
CC(=O)C1=NOC(CNC(=O)c2c(-c3ccccc3Cl)noc2C)C1 (configuration not stated)	9.5	0.2	-14.7	·	1.1	-5.2	10.4	3.8	3.1	0.9	0.4
CCN1CCN(C(=O)C(C)Sc2nnc3nc(C)cc(C)n23)CC1 (configuration not stated)	-10.5	2.7	10.9	-1.9	-0.9	12.1	9.4	22.9	5.3	5.4	-11.7
c1ccc2c(CN3CCOCC3)c3ccccc3c(CN3CCOCC3)c2c1	-0.8	1.9	-2.3	-8.7	-2.8	-0.6	-39.9	-7.5	-12.2	-0.6	5.6
Cc1cccc2sc(N3CCN(C(=O)C4COc5ccccc5O4)CC3)nc12 (configuration not stated)	-1.6	4.0	-12.4	-13.3	-3.8	-23.5	-25.3	1.9	-1.1	-0.8	-0.1
